TRHR PAM: allosteric enhancers of human TRH receptor; P34981; enhancement, % at 2 µM; TRHR cells, fluo-8 calcium fluorescence, EC20 TRH enhancement; 360,000 tested, 0.66% active; AID 493056; in the data active = enhancement above about 30%; also: 0% is about no effect
Target sequence (P34981 whole entry, looked up): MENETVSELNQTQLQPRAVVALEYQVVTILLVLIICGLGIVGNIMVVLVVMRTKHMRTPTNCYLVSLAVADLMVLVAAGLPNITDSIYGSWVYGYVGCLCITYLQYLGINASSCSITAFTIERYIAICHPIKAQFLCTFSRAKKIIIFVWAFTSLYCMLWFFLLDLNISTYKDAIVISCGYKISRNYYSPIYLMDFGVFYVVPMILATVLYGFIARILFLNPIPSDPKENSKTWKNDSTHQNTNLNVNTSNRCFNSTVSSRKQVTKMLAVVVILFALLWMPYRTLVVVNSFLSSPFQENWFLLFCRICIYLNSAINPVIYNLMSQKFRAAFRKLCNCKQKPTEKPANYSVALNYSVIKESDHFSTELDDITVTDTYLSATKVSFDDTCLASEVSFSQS
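TRHR-expressing cells loaded with fluo-8 calcium dye were read kinetically (ex 480/em 530) during compound addition, then stimulated with an EC20 of TRH (10 nM final). Enhancement of the Gq-mediated intracellular calcium response was scored.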
TRHR ag: agonists of human TRH receptor | P34981 | TRHR cells, calcium flux fluo-8, FDSS agonist mode | activation, % at 2 µM | 360,000 tested, 0.18% active; in the data active = activation above about 30%; also: 0% is about no effect
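TRHR-expressing cells loaded with fluo-8 calcium dye; 23 nL library compound pin-transferred, kinetic FDSS fluorescence (Ex 480/Em 530) recorded about 180 s for agonist-induced calcium release, before a 10 nM TRH EC20 addition for potentiator mode.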
TrxR1 substrate: rat thioredoxin reductase 1 substrate activity | O89049 | purified TrxR1 substrate turnover, NADPH consumption readout | Potency, µM (highest dose often 114 µM), for the others: top-dose activity change, negative = substrate turnover | 390,000 tested, 0.01% active; also: potency is read from the fitted curve at half-maximal effect; % is scaled to controls: 0 for no effect and ±100 for the full control effect; nearly all actives have a fitted effect of over 50% in size
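Rat TrxR1, dispensed at 90 nM, was prereduced with 400 uM NADPH (final) for 5 min at ~22 deg C, then incubated with compound 15 min before 400 uM selenite. A first-read NADPH fluorescence drop versus no-compound background flagged substrates.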
mIDH1 inhibitor: blocks human mutant IDH1 R132H enzyme; O75874; AID 602179; 390,000 tested, 0.093% active; Potency, µM (top dose mostly 76.6 µM), without a hit: at the highest dose activity change, negative = inhibition, most hits filed as inhibitors; IDH1-R132H enzyme, NADPH consumption, diaphorase/resazurin fluorescence; also: potency is read from the fitted curve at half-maximal effect; % is scaled to controls: 0 for no effect and ±100 for the full control effect; nearly all actives have a fitted effect of over 65% in size
Target sequence (O75874 whole entry R132H, stated change not applied): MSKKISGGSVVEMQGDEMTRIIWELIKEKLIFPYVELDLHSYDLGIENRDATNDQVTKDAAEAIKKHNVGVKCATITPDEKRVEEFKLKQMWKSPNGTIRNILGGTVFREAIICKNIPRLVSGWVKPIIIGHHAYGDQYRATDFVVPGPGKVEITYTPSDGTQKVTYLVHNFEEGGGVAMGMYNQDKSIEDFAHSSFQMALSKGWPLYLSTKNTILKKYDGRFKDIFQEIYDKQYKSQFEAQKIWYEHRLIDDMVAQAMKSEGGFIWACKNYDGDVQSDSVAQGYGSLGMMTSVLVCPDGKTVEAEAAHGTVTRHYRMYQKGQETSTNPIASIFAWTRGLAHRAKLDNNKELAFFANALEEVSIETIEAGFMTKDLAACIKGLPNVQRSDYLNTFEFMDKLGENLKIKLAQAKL
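IDH1-R132H (0.5 ug/mL dispensed) in pH 7.5 Tris buffer was preincubated 30 min with compound, then given a substrate mix of 0.016 mM NADPH and 2 mM alpha-KG for 80 min at room temperature; remaining NADPH was read by diaphorase/resazurin fluorescence.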
D2 antagonist: D2 dopamine receptor (human) antagonism; HEK293 TREx D2 cells, calcium flux, dopamine EC80; inhibition, % at 10 µM; 340,000 tested, 2% active; in the data active = inhibition above about 30%; also: 0% is about no effect
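Tetracycline-induced HEK293 T-REx cells expressing D2 force-coupled to calcium signalling were dye-loaded, exposed to compound for 180 s, then challenged with an EC80 of dopamine; calcium flux was followed kinetically for a further 180 s.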
TrxR1 inh: blocks rat thioredoxin reductase 1; O89049; recombinant rTrxR1, NADPH fluorescence consumption, selenite substrate; Potency, µM (series often up to 114 µM), for the others: top-dose activity change, negative = inhibition, actives largely listed as inhibitors; 390,000 tested, 1% active; AID 588453; also: potency is read from the fitted curve at half-maximal effect; % is scaled to controls: 0 for no effect and ±100 for the full control effect; nearly all actives have a fitted effect of over 65% in size
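Rat TrxR1 (90 nM in the dispensed reagent) was pre-reduced with 400 uM NADPH for 5 min at room temperature, then incubated with compound for 15 min. After 400 uM selenite was added, NADPH fluorescence (Ex 340/Em 450 nm) was followed for 8 min.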
Pin1 inh: human Pin1 inhibition; Q13526; Pin1 FP peptide displacement, HiFluor488, 10 min; Potency, µM (titrated, usually from 115 µM), without a hit: at the top dose activity, negative = inhibition, most hits filed as inhibitors; 390,000 tested, 0.009% active; active = well fitted inhibition curve with a large enough effect in the polarisation, with a control signal flat, not every such curve was filed as active; inconclusive = small, poorly fitted or top-dose-only effect, or effect the other way, or a change in a side signal; inactive = no such curve, though single readings can be large or run the other way; the % refers to the polarisation; also: potency is read from the fitted curve at half-maximal effect; % is scaled to controls: 0 for no effect and ±100 for the full control effect
Target sequence (Q13526 whole entry, looked up): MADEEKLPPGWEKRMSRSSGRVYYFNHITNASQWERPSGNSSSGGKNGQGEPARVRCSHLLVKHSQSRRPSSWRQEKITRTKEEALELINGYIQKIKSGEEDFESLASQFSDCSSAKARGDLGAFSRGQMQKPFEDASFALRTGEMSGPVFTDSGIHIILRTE
USP1 inh: USP1/UAF1 (human) deubiquitinase inhibition | 390,000 tested, 0.23% active | AID 743255 | O94782 | Potency, µM (top dose mostly 57.1 µM), for the others: top-dose activity change, negative = inhibition, hits mostly inhibitors | recombinant USP1/UAF1, Ub-Rhodamine cleavage fluorescence; also: potency is read from the fitted curve at half-maximal effect; % is scaled to controls: 0 for no effect and ±100 for the full control effect; nearly all actives have a fitted effect of over 60% in size; inactives centre near -12
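USP1/UAF1 complex (1 nM) preincubated 15 min at room temperature with compound, then Ub-Rho substrate (150 nM final) added. Kinetic fluorescence at 480/540 nm over 6 reads at 60 s intervals; 50 mM HEPES pH 7.8, 0.5 mM EDTA, 0.1 mg/ml BSA, 1 mM TCEP, 0.01% Tween-20.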
D2 ag: D2 dopamine receptor (human) agonism | P14416 | HEK293 T-REx D2 cells, calcium flux agonist mode | activation, % at 2 µM | 340,000 tested, 0.53% active | AID 485358;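 active = activation over 3 SD above normal in the single-dose calcium agonist read, cut at about 30% in these data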; also: 0% is about no effect
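In this primary screen, compounds producing a positive calcium signal within 180 s of addition to tetracycline-induced, force-coupled HEK293 Trex D2 cells are flagged; cells are dye-loaded with a no-wash calcium kit beforehand.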
Numbers without * were called inactive; ? = inconclusive; nt = not tested or not shown; [ ] = remark or other dose. Unless noted, calls follow the shape of the dose curve; as a rule, active = well fitted inhibition curve with a large enough effect; inconclusive = small, poorly fitted or top-dose-only effect; inactive = no such curve, though single readings can be large or run the other way. Some of the compounds tested; the hit share may differ from the screen's.

SMILES	TRHR PAM	TRHR ag	TrxR1 substrate	mIDH1 inhibitor	D2 antagonist	TrxR1 inh	Pin1 inh	USP1 inh	D2 ag
Cc1cc(C(=O)Nc2ccc(C(=O)O)cc2)c(C)o1	-2	0.5	-3%	-8%	-7	-4%	-8%	?	-0.1
CCOc1ccc2oc(C(=O)OCC(=O)NCC3CCCO3)c(C)c2c1 (stereo not given)	13	0.2	72%[activator]	5%	0	4%	-1%	-19%	0.3
O=C(NCCc1cccnc1)C1CCC(=O)N(CCc2cccc(F)c2)C1 (stereo not given)	-7	1.6	-12%	-4%	-12	-22%	7%	5%	-1.2
CCn1ncc(CNC(=O)CCCSc2nc(-c3ccco3)cc(C(F)(F)F)n2)c1C	-1	-0.8	-12%	4%	0	-31%	4%	-4%	-0.5
Nc1ccc2c(c1)C(=O)c1ccccc1C2=O	-5	1.0	4%	0%	-16	22%	3%	-14%	-0.9
Cc1cc(C)n2c(=O)c3ccc(Cl)cc3nc2c1C#N	-1	0.6	4%[57.1 µM]	2%	-7	24%[57.1 µM]	?	-4%	-0.4
Cc1ccc(OCCC(=O)OCC(=O)Nc2ccc3c(c2)OCCO3)cc1	-2	-0.4	-1%	-9%	-20	-1%	-6%	-21%	0.2
COc1ccc(/C=C2\SC(=O)N(CC(=O)Nc3cccc(C)c3)C2=O)cc1O	-2	0.4	-9%	-11%	7	-4%	11%	2%	1.0
CCC(C)N(C(=O)COC(=O)CSc1ccc([N+](=O)[O-])cc1)C1CCS(=O)(=O)C1 (stereo not given)	4	0.6	-9%	8%	10	11%[57.1 µM]	-2%	-16%	-0.9
COc1ccc2c(c1)sc1ncc(C(=O)NCc3ccc(OC(C)C)cc3)c(=O)n12	1	0.0	7%	19%	nt	16%	-5%	-13%	-0.3
Cn1nnnc1SCSc1nnnn1C	3	0.1	-2%	2%	21	0%	1%	-7%	0.1
CS(=O)(=O)c1ccc2nc(NC(=O)c3ccccc3)sc2c1	13	-0.6	-6%	2%	-1	2%[57.1 µM]	1%	-20%	1.4
O=[N+]([O-])c1ccc(Cl)c(S(=O)(=O)Nc2cccc(-c3ccc(N4CCOCC4)nn3)c2)c1	-6	0.1	-3%	4%	34*	-15%	-7%	-19%	0.8
Cc1cc(S(=O)(=O)N2CCCC2C(=O)N2CCOCC2)c(C)cc1Cl (stereo not given)	-4	0.4	2%	8%	1	-2%	-6%	-15%	0.1
COc1ccc(NC(=O)c2cc(S(=O)(=O)NCC3COc4ccccc4O3)ccc2F)cc1 (stereo not given)	3	0.3	-8%	1%	-5	-7%	1%	-8%	0.4
COc1cc(NC(=O)COC(=O)c2cc(S(=O)(=O)N3CCCCC3)ccc2Cl)c(C)cc1[N+](=O)[O-]	3	0.5	-10%	0%	-6	-2%	8%	-2%	1.7
CCN(CC)S(=O)(=O)c1ccc(C(=O)N(c2ccccc2)C2C=CS(=O)(=O)C2)cc1 (stereo not given)	-1	-0.2	4%	5%	-4	20%	-4%	-17%	0.8
CCOC(=O)Nc1ccc2c(CN(C)Cc3ccc(F)cc3)cc(=O)oc2c1	7	-1.5	6%[57.1 µM]	9%	-13	14%[57.1 µM]	7%	-16%	-1.4
O=C(Nc1ccc(S(=O)(=O)Nc2ncccn2)cc1)c1ccccc1Br	2	0.3	5%	18%	-8	20%	1%	-10%	0.6
CCC(C)(C)NC(=O)c1cc(OC)c(OC)cc1[N+](=O)[O-]	5	0.0	-10%	0%	11	-20%	-10%	0%	0.4

Reprinted from the part before: two compounds, followed by the next part.
SMILES	TRHR PAM	TRHR ag	TrxR1 substrate	mIDH1 inhibitor	D2 antagonist	TrxR1 inh	Pin1 inh	USP1 inh	D2 ag
O=C(Nc1ccc(S(=O)(=O)Nc2ncccn2)cc1)c1ccccc1Br	2	0.3	5%	18%	-8	20%	1%	-10%	0.6
CCC(C)(C)NC(=O)c1cc(OC)c(OC)cc1[N+](=O)[O-]	5	0.0	-10%	0%	11	-20%	-10%	0%	0.4
CC(=O)c1cccc(NC(=O)CCS(=O)(=O)c2cccc3nonc23)c1	30	0.0	12%[57.1 µM]	-7%	9	?	0%	-8%	0.4
CC(=O)c1ccc(NC(=O)C2CCCN(C(=O)c3ccc(Cl)cc3)C2)cc1 (stereo not given)	-3	-0.1	-4%[57.1 µM]	5%	-2	-1%[57.1 µM]	-11%	-7%	1.7
CCCn1c(SCc2cc(=O)[nH]c3ccccc23)nc2c1c(=O)n(C)c(=O)n2C	4	0.1	-5%	1%	-5	-4%	6%	-15%	-0.2
Cc1ccccc1N1C(S)=C(C#N)C(=O)NC1c1ccco1 (stereo not given)	-5	3.7	0%	-4%	-23	-33%	9%	-5%	-0.7
O=C(Nc1ccc(Br)cc1)N1CCCC(O)C1 (stereo not given)	9	0.6	10%[57.1 µM]	1%	7	29%[57.1 µM]	-9%	-16%	-0.7
COc1ccc(NC(=O)CN(C)CC(=O)Nc2ccc(C)c(S(=O)(=O)N3CCCCC3)c2)cc1	-11	0.5	2%	14%	1	14%	6%	-19%	-0.6
O=C(NCCCN=C1NS(=O)(=O)c2ccccc21)c1ccc(S(=O)(=O)N2CCOCC2)cc1	-6	1.1	2%	0%	9	11%	-6%	-9%	1.1
CCNc1nc(ON=C(C)C)nc(N(C)C)n1	6	0.4	4%	2%	-2	12%	-3%	-18%	1.6
CC(C)(C#N)Nc1ccccc1	0	-0.6	8%	-6%	-14	17%	6%	-21%	0.6
Cc1nc(CCNC(=O)Cc2ccc(Cl)cc2)cs1	1	-0.2	5%[57.1 µM]	6%	-8	1%[57.1 µM]	-4%	-12%	-1.6
O=C(O)C1CCC(=O)N1C(=O)OCc1ccccc1 (stereo not given)	-5	-0.6	-4%[57.1 µM]	-6%	-5	12%	-3%	6%	-1.8
CC(=O)c1cc(C#N)c(Oc2ccc(Cl)cc2Cl)nc1C	nt	nt	1%	-2%	nt	19%	2%	-2%	nt
Cc1cc(=O)c(C(=O)O)cn1-c1ccc(C(C)C)cc1	-3	0.1	1%	2%	-3	31%	-4%	-6%	0.5
O=C(NCCN1CCOCC1)c1ccc(NC(=O)C2COc3ccccc3O2)cc1 (stereo not given)	-6	0.6	-1%	0%	17	8%	5%	-24%	0.0
Cc1ccc(-n2c(C)nc3c(cnn3-c3ccc(C)c(C)c3)c2=O)cc1C	-2	-0.1	-4%	-3%	nt	-2%	-2%	-19%	nt
O=C(Cn1cncn1)c1ccc(F)cc1F	5	0.4	2%	-4%	-7	1%	0%	-17%	0.2
O=C(NC1CCN(Cc2ccccc2)CC1)c1ccc2c(c1)OCCCO2	-1	3.2	-1%	0%	30*	4%	-5%	-8%	0.7
CC1=NN(C(N)=S)C(=O)C1N=Nc1c(C)n(C)n(-c2ccccc2)c1=O (stereo not given)	nt	nt	-3%[57.1 µM]	4%	nt	-10%[57.1 µM]	4%	-14%	nt
CC1CN(C(=O)c2cc(-c3ccc(Cl)s3)nc3ccccc23)CC(C)O1 (stereo not given)	-9	-0.2	156%[activator]	-1%	5	4%	3%	-9%	-0.9
Cc1ccc2nc(-c3ccc(SCC(=O)N4CCc5ccccc54)nc3)[nH]c2c1	1	0.2	23%	11%	0	9%	19%	-12%	-0.5
CCCC[n+]1ccn(-c2nc3ccccc3nc2[N-]S(=O)(=O)c2ccc(Cl)cc2)c1	3	0.2	21%[57.1 µM]	21%	0	5%[57.1 µM]	18%	-4%	0.8
CNC1(C(N)=O)CCN(Cc2ccccc2)CC1	nt	nt	6%	-12%	nt	15%	-13%	-20%	nt
COc1ccc(CCNC(=O)CCNC(=O)N2CC(=O)Nc3ccccc32)cc1	-13	0.2	1%	-3%	-2	5%	34%[activator]	-23%	2.5
CN(C)CCC1(C2=CCCC2)CC/C(=C/c2ccc(Cl)cc2)C1=O (stereo not given)	nt	nt	-7%	9%	nt	?	1%	-17%	nt
COc1ccccc1N1CCN(S(=O)(=O)c2ccc(-n3cnnn3)c(C)c2)CC1	0	-0.8	0%	-2%	-3	9%	-2%	-23%	-0.4
O=c1oc2ccc3ccccc3c2cc1-c1nnc(-c2cccs2)o1	-15	-0.7	26%[57.1 µM]	3%	-13	55%[activator][57.1 µM]	?	-14%	-0.3
CC1(C)CC(=O)/C(=C(\O)c2ccccc2)C(=NCCO)C1	0	0.7	-10%	-5%	-2	-5%	-5%	-10%	0.5
COc1ccc2sc(N(Cc3cccnc3)C(=O)C3CCCCC3)nc2c1	-1	0.3	0%[57.1 µM]	8%	nt	2%[57.1 µM]	-8%	-8%	0.7
COc1ccccc1N1CCN(c2ncnc3onc(C)c23)CC1	28	0.5	4%[57.1 µM]	3%	nt	30%[57.1 µM]	2%	-17%	-0.5
COc1ccc(NS(=O)(=O)c2ccc3c(c2)NC(=O)CO3)cc1	5	0.3	-8%[57.1 µM]	23%	24	-11%[57.1 µM]	-6%	-17%	-0.2
COc1cc(CNC23CC4CC(CC(C4)C2)C3)ccc1OCc1ccccc1	-3	6.1	2%	0%	11	10%	-3%	-6%	6.7
CC(=O)Nc1sc2c(c1C(N)=O)CCN(Cc1ccccc1)C2	-4	3.6	8%	-6%	-18	-7%	?	-3%	6.4
COC(=O)Cc1csc(NC(=O)CSc2nncn2C)n1	nt	nt	3%	7%	nt	25%	5%	1%	nt
COc1cc(C(=O)NCCC(=O)NC2CCC(C)CC2)cc(OC)c1OC (stereo not given)	11	-0.2	-2%	8%	3	3%	-11%	-22%	-0.2
Cc1ccc(-c2nn(CCC(=O)NN3CCOCC3)c(=O)c3ccccc23)cc1	2	-1.1	-5%	-2%	0	10%	1%	-15%	-1.0
Cc1cc2c(=O)n(CC(=O)NCC(=O)N3CCN(Cc4ccccc4)CC3)cnc2s1	-9	0.0	9%[57.1 µM]	0%	2	?	-12%	-6%	0.7
